TCR-CD3 inh – inhibitors of human TCR-CD3 interaction, primary screen, biochemical, fluorescence, TAMRA-labeled TCR probe | T-cell receptor (TCR) | inhibition, % at 9.4 µM | actives 0.37% (n = 360,000); in the data active means inhibition above about 19%;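 further: recombinant mutant TCR 2C K166C tagged with TAMRA read by polarization; 0% = receptor in buffer alone and 100% = receptor with positive control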
SIAE primary – human SIAE inhibitors, primary screen, biochemical, fluorescence polarization, FP-Rh probe, 1536-well HTS; Sialate O-acetylesterase (Homo sapiens), Q9HAT2; SIAE FP-Rh probe binding; inhibition, % at 9.66 µM; actives 0.69% (n = 370,000); AID 1053197, 2014;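 active means inhibition above a cutoff: mean of compounds within the control limits plus 3 SD of those, cut at about 17% in these data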;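 further: 0% = plate median of compound wells and 100% = probe without SIAE protein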
HTRA1 inh – HTRA1 serine protease inhibitors, primary screen, biochemical, fluorescence polarization, HTS. actives 0.5% (n = 340,000). inhibition, % at 5.96 µM. recombinant HTRA1, FP-rhodamine activity-based probe. AID 504803, 2011. Q92743; in the data active means inhibition above about 36%;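 further: 0% = enzyme with DMSO and 100% = wells lacking enzyme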
rCAG binder – binders of r(CAG) RNA repeats, primary screen, biochemical, fluorescence; AID 651821, 2012; inhibition, % at 3 µM; r(CAG) RNA repeat, TO-PRO-1 dye displacement fluorescence; actives 1.3% (n = 370,000);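 active means inhibition above the plate cutoff, the mean of all test compounds on that plate plus 3 SD, cut at about 35% in these data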;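 further: 0% = DMSO alone and 100% = 100 µM mitoxantrone as full dye displacement; higher means more dye released from RNA so lower well fluorescence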
PRMT1 inh – PRMT1 methyltransferase inhibitors, primary screen, biochemical, fluorescence polarization. actives 1.3% (n = 370,000). AID 652257, 2013. inhibition, % at 2.79 µM. Protein arginine N-methyltransferase 1 (Homo sapiens), Q99873. recombinant PRMT1, activity-based probe fluorescence polarization;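 active means inhibition above about 21% made by adding two undisclosed values, limit read from the data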
Target sequence (Q99873 whole entry, looked up): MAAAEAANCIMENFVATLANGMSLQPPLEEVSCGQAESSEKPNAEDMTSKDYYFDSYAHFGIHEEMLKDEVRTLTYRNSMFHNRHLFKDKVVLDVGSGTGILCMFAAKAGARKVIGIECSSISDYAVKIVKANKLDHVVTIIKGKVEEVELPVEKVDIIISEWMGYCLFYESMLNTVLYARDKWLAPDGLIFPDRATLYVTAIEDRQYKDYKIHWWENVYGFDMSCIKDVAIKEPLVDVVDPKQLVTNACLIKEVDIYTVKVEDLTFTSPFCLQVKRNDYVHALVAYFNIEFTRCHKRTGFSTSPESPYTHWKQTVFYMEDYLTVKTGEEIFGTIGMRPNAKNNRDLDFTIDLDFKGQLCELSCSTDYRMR
LEDGF integ inh – blockers of LEDGF/p75-dependent integrase strand transfer – biochemical, TR-FRET, high throughput, primary screen. HIV-1 integrase (with human LEDGF/p75). TR-FRET IN-LEDGF/p75 DNA integration, Eu/Cy5. inhibition, % at 3.7 µM. actives 0.64% (n = 370,000). AID 743269, 2014;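 active means inhibition above the screen-wide mean plus 3 SD, cut at about 13% in these data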;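 further: signal is the Cy5 over europium emission ratio at 671 and 618 nm; 0% = plate median of compound wells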
NPR2 activator – human GC-B receptor activators, primary screen, HEK293 GC-B cells, cGMP TR-FRET, EC30 CNP | Atrial natriuretic peptide receptor 2 (Homo sapiens), P20594 | 0% at EC30 CNP, 100% saturating CNP | actives 0.11% (n = 370,000) | activation, % at 10 µM;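 active means activation at 10 µM reaching about 35% in either raw or pattern-adjusted values, limit read from the data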
ABHD4 inh – ABHD4 inhibitors, primary screen, biochemical, fluorescence polarization, mouse; purified mABHD4, FP-Rh probe fluorescence polarization; actives 0.54% (n = 370,000); AID 720543, 2013; inhibition, % at 8.92 µM;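 active means inhibition exceeding the mean over every tested compound plus 3 SD, cut at about 30% in these data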;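 further: 0% = plate median of compound wells and 100% = S159A mutant with DMSO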
Target sequence (Q8VD66 whole entry, looked up): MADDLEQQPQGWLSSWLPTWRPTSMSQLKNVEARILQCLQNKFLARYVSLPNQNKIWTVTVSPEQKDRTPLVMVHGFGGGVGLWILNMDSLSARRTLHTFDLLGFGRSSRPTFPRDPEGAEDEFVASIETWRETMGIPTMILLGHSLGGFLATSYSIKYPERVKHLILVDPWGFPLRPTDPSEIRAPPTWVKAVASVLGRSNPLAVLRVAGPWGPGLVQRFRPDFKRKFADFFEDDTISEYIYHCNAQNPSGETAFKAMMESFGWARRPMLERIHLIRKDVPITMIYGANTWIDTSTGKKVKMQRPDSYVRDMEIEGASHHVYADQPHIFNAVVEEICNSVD
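Assay system: Wild-type mouse ABHD4 protein | Medium: HEPES pH 7.0 buffer, 150 mM NaCl, 0.01% Pluronic F-127 | Incubation: Enzyme–compound pre-incubation 45 min, then probe 60 min, both 25 °C | Technique: Fluorescence polarization with parallel and perpendicular emission, 525/598 nm | Evaluation: % inhibition of FP-Rh probe binding versus controls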
MBD2 inh – inhibitors of MBD2 binding to methylated DNA, primary screen, biochemical, TR-FRET, DNA-binding domain, human | MBD2 binding to methylated oligonucleotide | inhibition, % at 4.4 µM | actives 0.31% (n = 370,000); in the data active means inhibition above about 13%
TDP2 inh – human TDP2 enzyme inhibitors, primary screen, biochemical, epi absorbance, recombinant enzyme; inhibition, % at 12.8 µM; actives 0.34% (n = 370,000); Tyrosyl-DNA phosphodiesterase 2 (Homo sapiens), O95551; T5PNP hydrolysis, p-nitrophenol absorbance 415 nm;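 active means inhibition above the mean of all tested compounds plus 3 SD, set per campaign, cut at about 25% in these data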;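 further: 0% = DMSO with enzyme and 100% = buffer with substrate but no TDP2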
Target sequence (O95551 whole entry, looked up): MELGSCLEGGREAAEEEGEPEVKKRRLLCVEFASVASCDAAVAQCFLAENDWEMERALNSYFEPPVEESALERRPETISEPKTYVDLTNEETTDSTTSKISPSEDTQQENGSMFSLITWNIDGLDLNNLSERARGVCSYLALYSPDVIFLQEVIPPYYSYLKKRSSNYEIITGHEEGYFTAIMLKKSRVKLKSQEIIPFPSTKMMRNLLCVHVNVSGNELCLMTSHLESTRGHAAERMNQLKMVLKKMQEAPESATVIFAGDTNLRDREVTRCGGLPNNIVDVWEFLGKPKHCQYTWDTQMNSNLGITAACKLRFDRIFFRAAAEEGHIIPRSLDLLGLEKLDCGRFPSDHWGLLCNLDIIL
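test system = human TDP2 enzyme | input = TDP2 enzyme at 120 nM final | medium = 50 mM Tris-HCl pH 7.5 with Mg2+, KCl, DTT, BSA | also added = T5PNP substrate, 5 mM | times = 2 h at 37 °C | technique = epi absorbance | benchmarks = high control without enzyme, low control DMSO plus TDP2 | replication = each compound tested once, singlicate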
An asterisk follows results filed as active; nt = no result given. A portion of the library (hit frequency here may not be typical).

SMILES	TCR-CD3 inh	SIAE primary	HTRA1 inh	rCAG binder	PRMT1 inh	LEDGF integ inh	NPR2 activator	ABHD4 inh	MBD2 inh	TDP2 inh
O=C(CCn1c(=O)sc2ccccc21)Nc1nc2ccccc2s1	0	-7	-21	2	-3	6	-4	-8	-2	6
O=C(COC(=O)c1ccc(O)cc1)c1ccc2c(c1)OCCO2	10	1	-13	7	-1	2	-2	18	-5	6
COc1ccc(CN2C(=NC(=O)CCC3CCCC3)SC3CS(=O)(=O)CC32)cc1 (stereo unspecified)	4	15	-1	0	-9	3	4	-6	1	-11
COCC1CCN(C(=O)c2cc(COc3ccc(C)c(C)c3)on2)C1 (stereo unspecified)	9	-2	-1	-8	3	1	-4	-1	1	3
CCCCCn1nnnc1C1(C)CN(S(C)(=O)=O)CC(=O)N1Cc1ccco1 (stereo unspecified)	nt	-5	nt	2	1	5	1	3	0	2
CCc1ccc(NC(=O)c2ccc(-n3cncn3)c([N+](=O)[O-])c2)cc1	5	-7	-3	-3	-1	1	0	-6	1	13
O=C(OCC(=O)N1CCN(Cc2ccccc2)CC1)c1cc(Cl)ccc1[N+](=O)[O-]	3	12	-2	-1	-4	2	-3	0	-6	6
Cc1cc(C)n(-c2ccc(C(=O)Nc3ccc4c(c3)OCO4)cc2)n1	10	-6	-12	-3	0	2	-5	6	-2	-9
Cc1cc(OCC(=O)NC2CCCCC2)ccc1Cl	-4	4	1	-8	-2	0	4	1	5	2
O=C(Nc1cccc(C(F)(F)F)c1)c1sc(Cl)nc1C(F)(F)F	-10	-7	-15	0	1	5	2	-12	-2	-18
COc1ccc(S(=O)(=O)N2CCN(CC(=O)Nc3cccc(F)c3)CC2)cc1	2	9	-3	-2	-2	1	0	3	-3	13
CCOc1cc(CN2CCN(CCc3ccccc3)C(CCO)C2)ccc1OC (stereo unspecified)	-1	8	8	-7	-5	4	0	-2	-3	10

Single records, from the list above:
`Cc1cc(OCC(=O)NC2CCCCC2)ccc1Cl` is listed as TCR-CD3 inh = -4; SIAE primary = 4; HTRA1 inh = 1; rCAG binder = -8; PRMT1 inh = -2; LEDGF integ inh = 0; NPR2 activator = 4; ABHD4 inh = 1; MBD2 inh = 5; TDP2 inh = 2
`COc1ccc(S(=O)(=O)N2CCN(CC(=O)Nc3cccc(F)c3)CC2)cc1` is listed as TCR-CD3 inh = 2; SIAE primary = 9; HTRA1 inh = -3; rCAG binder = -2; PRMT1 inh = -2; LEDGF integ inh = 1; NPR2 activator = 0; ABHD4 inh = 3; MBD2 inh = -3; TDP2 inh = 13

(further entries)
SMILES	TCR-CD3 inh	SIAE primary	HTRA1 inh	rCAG binder	PRMT1 inh	LEDGF integ inh	NPR2 activator	ABHD4 inh	MBD2 inh	TDP2 inh
CCC(=O)N1c2ccc(S(=O)(=O)CCC(=O)N3CCN(c4ccccc4F)CC3)cc2CC1C (stereo unspecified)	6	2	-3	0	2	2	-5	0	-1	0
O=C(O)c1c(F)c(F)cc2ccccc12	4	6	2	2	2	-2	3	-3	-4	5
COc1ccc(N(C)C(=O)c2ccc(NC(=O)CCS(=O)(=O)c3cccs3)cc2)cc1	-4	-2	2	3	-3	-3	-3	-3	-3	14
NC(c1ccccc1)c1csc(Nc2ccc(C(F)(F)F)cn2)n1 (stereo unspecified)	1	-5	nt	8	-3	12	-3	7	1	-8
O=C(Nc1cccc(Cl)c1)Nc1ccon1	-6	-14	-3	3	4	-4	-3	-13	8	-5
C/C(N)=C(/C#N)C(=O)COC(=O)CSc1ccc2ccccc2c1	7	10	-10	4	-2	1	-5	-7	-2	-4
COc1cc(C(=O)OCc2csc(CC(=O)Nc3cc(C)ccc3C)n2)ccc1OC(F)F	6	-15	-10	6	1	-3	7	6	-8	-8
CC(=O)Nc1ccc(NC(=O)c2c(C)noc2C)cc1	9	9	2	0	-2	0	4	7	1	7
CCOC(=O)c1ccc(S(=O)(=O)N2CCC(C(=O)NCc3ccccc3OC)CC2)cc1	-4	0	3	0	3	-4	2	3	4	-7
Cc1ccccc1S(=O)(=O)/N=C(/Nc1c(C)n(C)n(-c2ccccc2)c1=O)c1ccccc1	6	-1	3	-1	-3	4	3	0	-3	3
C/C(=N\N=C(N)N)c1ccc(Cl)c(Cl)c1	2	-7	-3	20	1	0	-10	4	-3	-3
Cc1ccc(-n2cc(CN3CCC(CO)(Cc4cccc(C(F)(F)F)c4)CC3)cn2)cc1	2	6	-16	-4	-2	3	-6	11	6	-8
CCC(=O)N(CC(=O)Nc1sc(C)c(C)c1C(N)=O)C1CCCC1	-1	2	-2	-3	-4	0	-2	-4	2	-8
Cc1nn(C)c(=S)[nH]c1=S	1	-1	2	2	-1	-4	-1	4	-1	5
CCCNC(=O)c1onc(CSc2ccc(Cl)cc2)c1C(=O)NCCC(C)C	-2	0	-30	0	0	1	-3	10	-1	-12
O=C1CN(C(=O)COc2ccccc2Cl)c2ccccc2N1	-4	2	2	4	0	-1	0	3	1	2
O=C(CCN1C(=O)c2ccccc2S1(=O)=O)Nc1nc2c(s1)CCCC2	3	-2	-3	-1	0	-2	-5	-5	0	0
CC(C)=CC(=O)OCc1cc([N+](=O)[O-])cc2c1OCOC2	4	7	0	-3	-9	4	0	0	-5	4
CSc1nnc(-c2cnccn2)n1Cc1ccccc1	-1	-2	0	-2	1	-1	-3	6	1	11
CCn1cc(C(=O)N2CCN(c3ccccc3OC)CC2)c2cc(OC)c(OC)cc2c1=O	-9	-4	0	-8	2	0	4	-1	3	17
COc1cccc(C(C(=O)NC2CCCC2)N(C(=O)c2csnn2)C2CC2)c1 (stereo unspecified)	-5	1	-6	0	-1	5	-7	-2	2	-3
O=C(CCCCN1CCCCC1)c1ccc2c(c1)Cc1ccccc1-2	-6	-5	6	9	1	2	-3	5	-2	7
COc1ccc(-c2nnn(Cc3ccccc3F)n2)cc1	-1	-1	-10	-2	2	-1	-5	-10	0	2
CCN(c1ccccc1)S(=O)(=O)c1ccc(OC)c(NC(=O)CNCC(C)O)c1 (stereo unspecified)	6	-1	6	-6	-8	2	0	5	-4	3
CCC(=O)Nc1cccc2c1C(=O)N(C)C2=O	-1	-8	2	4	3	-1	0	2	7	8
C=CCOc1c(OC)cc(Cl)cc1C1NC(=O)NC(C)=C1C(C)=O (stereo unspecified)	2	-1	-1	-3	3	1	-3	8	4	5
COC(=O)c1ccc(NC(=S)NC(=O)c2cccnc2)cc1	1	2	-5	-3	0	-3	-12	-4	3	-15
Cc1nn(CC(=O)NCCc2cccs2)c(=O)c2nn(-c3ccccc3)c(C)c12	4	-15	-7	11	2	-2	-3	-9	-1	-3
Cc1c(OCC(=O)NC(Cc2ccc(Cl)cc2)C(=O)O)ccc2c(-c3ccccc3)cc(=O)oc12 (stereo unspecified)	3	-8	0	13	-6	4	4	-10	0	-10
Nc1c(-c2cccs2)cnc2c(-c3ccc(F)cc3)cnn12	-2	1	-13	14	-4	-3	-16	7	-2	-2
Cc1cc(C)c(NC(=O)CS(=O)CC(=O)NCCN2CCCCCC2)c(C)c1 (stereo unspecified)	7	3	1	-1	-1	3	2	1	-5	6
Cc1ccc2c(c1)[nH]c1c(N3CCN(Cc4ccccc4)CC3)ncnc12	5	0	-19	-2	-6	3	2	7	-3	-9
CCOC(=O)c1ccccc1NS(=O)(=O)c1ccc(OC)cc1	-2	0	-5	-3	4	4	-7	-10	0	4
CN1CC[n+]2c(CN3C(=O)c4ccccc4C3=O)csc21	-3	-4	3	5	11	-5	-2	-4	6	-10
O=C(c1cc2ccccc2o1)N1CCN(c2ccccc2Cl)CC1	-5	-2	-13	1	1	4	-10	-11	-3	-13
CC(C)CC(=O)N1CCN(Cc2cccc([N+](=O)[O-])c2)CC1	-2	2	-19	-6	6	1	1	6	0	2
CSc1nc(-c2ccccc2)[nH]c(=S)c1C(C)=O	10	-1	-3	14	6	1	-1	-10	-5	3
c1ccc(-c2ncnc3cc4n(c23)CCC4)cc1	-1	3	0	2	-1	2	3	-4	-5	-1
Cn1c[n+](C)cc1-c1ccc(/C(N)=N/O)cc1	2	8	1	0	-1	-1	4	6	1	7
CC(=O)Nc1nnc(SCc2cc(=O)c(OC(=O)c3ccccc3)co2)s1	2	3	3	-3	-3	0	-5	5	3	14
COc1ccc(S(N)(=O)=O)cc1C(=O)NCCCN1CCN(c2ccc(C)cc2)CC1	-1	5	2	4	2	-2	-7	-8	1	-4
Brc1cccc(-c2nnc3n2CCCCC3)c1	1	2	5	-1	0	-2	-1	7	-2	9
Cc1ccc(S(=O)(=O)NCCC(=O)Nc2cccc(S(N)(=O)=O)c2)cc1C	3	2	1	3	-2	-1	3	4	2	4
Cc1ccc2c(CN3CCC(C)CC3)cc(=O)oc2c1	4	6	-3	-2	-1	-6	7	2	-5	-6
CC(=O)N(c1cccc(Cl)c1)c1nc(C)cc(C)c1C#N	2	4	1	-2	-1	2	-11	0	3	10
Cc1n[nH]c(C)c1S(=O)(=O)N1CCCC(C(=O)NCc2cccs2)C1 (stereo unspecified)	-2	-1	7	-4	-3	-1	4	3	6	-2
CCOC(=O)C1CCCN(C(=O)C2CCN(c3nnc(-n4cccc4)s3)CC2)C1 (stereo unspecified)	-3	5	-5	2	2	-2	12	4	4	3
Cc1ccc(S(=O)(=O)N(CC(=O)N2CCCCCC2)c2ccccc2)cc1	-1	2	1	-7	0	-2	-2	-2	2	-2
O=C(O)CC(NNC(=O)c1ccccc1)C(=O)Nc1ccc([N+](=O)[O-])cc1 (stereo unspecified)	8	2	-8	5	1	3	3	-6	5	-2
Clc1ccc(-c2nc3cnccn3c2Nc2ccc3c(c2)OCO3)cc1	2	15	16	3	11	-5	39*	14	0	-4
Cc1nnc2ccc(N3CCC4(CC3)OCCO4)nn12	-5	-5	8	-1	3	3	11	-5	4	-8
Cc1nn(C)c(C(=O)NNC(=O)NC2CCCCC2)c1Cl	7	-3	5	-2	-3	-1	2	-7	-2	5
O=S(=O)(NCC(c1cccnc1)N1CCN(Cc2ccccc2)CC1)c1ccc(F)cc1 (stereo unspecified)	12	-1	5	-6	-2	-2	-1	7	0	0
CC(C)[C@@H](C(=O)O)N(Cc1cccc(CN([C@H](C(=O)O)C(C)C)S(C)(=O)=O)c1)S(C)(=O)=O	-10	-1	3	5	3	-3	4	-7	4	-3
CC(=O)NC(=S)Nc1ccc(NC(=O)c2cccs2)cc1	11	0	-8	0	1	1	2	0	-6	8
